# m5-HT2A agonist: mouse HTR2A agonism via beta-arrestin recruitment; P35363; CHO-K1 mHTR2A beta-arrestin complementation, luminescence; percent of 30 µM serotonin response; activation, % at 7.6 µM; actives 0.66% (n = 360,000);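 active = activation above a run cutoff, the mean activation of all tested compounds plus 3 SD, cut at about 14% in these data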;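 note: 0% = plate median of compound wells and 100% = 30 µM serotonin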
# SRC2 inh: human SRC2 (NCOA2) inhibition; Q15596; HEK293 GAL4-SRC2 luciferase reporter, luminescence; inhibition, % at 9 µM; actives 0.17% (n = 370,000); AID 651957;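 active = inhibition above the mean inhibition of all tested compounds plus 3 SD, set per campaign, cut at about 52% in these data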;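 note: 0% = DMSO treated cells and 100% = cells given Gossypol at 36 µM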
# Glyco luc inh: N-linked glycosylation inhibition. D54 ERlucT glycosylation luciferase reporter, 24 h; percent of 100 nM tunicamycin response. reporter increase, % at 12.5 µM. actives 0.23% (n = 360,000);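 active = mean luciferase reporter signal, scaled so untreated is 0 and the glycosylation-blocking control 100, at or above a set limit in every replicate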;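 note: luciferase carries N-glycosylation sites so blocking glycosylation raises the light; 0% = median of neutral control wells and 100% = median of 100 nM tunicamycin wells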
# ABHD5 PLIN5 PPI: blocks binding of human ABHD5 to perilipin-5 | Q00G26+Q8WTS1 | Split G. princeps luciferase complementation, luminescence, 4 h | inhibition, % at 4 µM | actives 0.78% (n = 360,000) | AID 602281;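 active = inhibition above the mean inhibition across every tested compound plus 3 SD, cut at about 22% in these data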;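 note: 0% = DMSO only wells and the 100% control is not disclosed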
# Target sequence (Q00G26 whole entry, looked up): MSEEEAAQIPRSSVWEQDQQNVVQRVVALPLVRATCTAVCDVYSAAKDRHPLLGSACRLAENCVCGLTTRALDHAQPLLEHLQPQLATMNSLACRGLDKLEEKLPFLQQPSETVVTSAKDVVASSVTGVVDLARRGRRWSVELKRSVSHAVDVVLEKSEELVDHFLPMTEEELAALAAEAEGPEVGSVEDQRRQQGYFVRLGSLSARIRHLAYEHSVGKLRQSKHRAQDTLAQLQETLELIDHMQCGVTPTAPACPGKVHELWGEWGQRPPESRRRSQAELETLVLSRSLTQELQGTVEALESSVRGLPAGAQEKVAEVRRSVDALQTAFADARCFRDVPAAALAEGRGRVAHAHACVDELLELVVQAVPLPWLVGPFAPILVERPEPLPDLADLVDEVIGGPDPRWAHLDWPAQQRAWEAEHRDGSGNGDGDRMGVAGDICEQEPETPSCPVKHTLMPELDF
# Target sequence (Q8WTS1 whole entry, looked up): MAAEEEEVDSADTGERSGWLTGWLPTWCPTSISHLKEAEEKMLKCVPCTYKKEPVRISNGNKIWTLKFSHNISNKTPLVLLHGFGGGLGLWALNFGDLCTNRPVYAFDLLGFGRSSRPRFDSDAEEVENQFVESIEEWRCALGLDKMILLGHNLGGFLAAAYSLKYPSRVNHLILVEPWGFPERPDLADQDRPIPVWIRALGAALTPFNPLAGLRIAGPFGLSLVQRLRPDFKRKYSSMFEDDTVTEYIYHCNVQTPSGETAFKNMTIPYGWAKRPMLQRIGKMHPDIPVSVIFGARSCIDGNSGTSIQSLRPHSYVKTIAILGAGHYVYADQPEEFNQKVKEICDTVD
# MC4R ag barr: activates human MC4R beta-arrestin recruitment | P32245 | U2OS MC4R beta-arrestin complementation, luminescence; percent of melanotan II response, DMSO zero | activation, % at 8.9 µM | actives 0.98% (n = 360,000);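 active = activation above a per-plate cutoff, the mean activation of sample wells on that plate plus 3 SD, cut at about 8% in these data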
# TLR9-MyD88 block: blocks human TLR9 binding to MyD88. actives 0.21% (n = 340,000). Q9NR96+Q99836. CHO BLA complementation TLR9-MyD88, CCF4 FRET ratio. inhibition, % at 4.98 µM. AID 504734;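 active = inhibition above the mean over all tested compounds plus 3 SD, cut at about 21% in these data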;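 note: 0% = DMSO only wells and 100% = clavulanate BLA inhibitor control wells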
# NOD2 RIPK2 PPI: inhibitors of human NOD2-RIPK2 interaction; O43353; CHO BLA complementation NOD2-RIPK2, CCF4 ratio; inhibition, % at 4.98 µM; actives 0.38% (n = 360,000); in the data active = inhibition above about 21%;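 note: 0% = vehicle only and 100% = reference blocker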
# MC4R antagonist: antagonists of human melanocortin 4 receptor (MC4R) | inhibition, % at 6.5 µM | actives 0.48% (n = 360,000) | P32245 | MC4R-expressing cells, MTII-stimulated cAMP, LANCE TR-FRET;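 active = inhibition above its plate's cutoff, the mean of tested wells on that plate plus 3 SD, cut at about 29% in these data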;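 note: 0% = Melanotan II alone and 100% = Melanotan II plus saturating MCL0020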
#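 material = U2OS cells stably expressing human melanocortin 4 receptor (MC4R) | also added = Melanotan II challenge | dosing = single nominal compound dose of 6.5 µM | detection = TR-FRET with Eu-cAMP and labeled anti-cAMP, 671 nm | replication = singlicate | timing = compound 30 min, challenge 1 h, detection 1 h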
# Cardio protect: myocardial damage modulation in H9c2 cells | H9c2 cardiomyocytes, H2O2 injury protection, ATPLite, 2 h | protection from H2O2 cell death, % at 20 µM | actives 0.63% (n = 360,000) | AID 588492;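 active = compounds giving at least 50% protection of heart cells from peroxide-induced death in the single-dose screen, raw or plate-pattern-corrected value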;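 note: 0% = DMSO wells with peroxide and 100% = DMSO wells without peroxide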
# ABCB6 inh 2: human ABCB6 transporter inhibition. actives 0.19% (n = 360,000). K562-ABCB6 porphyrin accumulation, flow cytometry, 1 h; stronger effect = lower value. AID 602162. Q9NP58. fluorescence ratio to DMSO, % at 10 µM;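 active = fluorescence ratio to DMSO below 75%, the collection mean minus 3 SD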;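 note: signal is porphyrin accumulated inside mitochondria; 100% equals median channel fluorescence of DMSO control wells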
# * = called active by the depositor; nt = not tested or not shown. An excerpt; the hit share may differ from the screen's.
1. COc1ccc(N(CC(=O)NC(C)(C)C)C(=O)CCC(=O)Nc2nccs2)cc1
2. Nc1cc(OC(=O)c2ccc(F)cc2)nn1S(=O)(=O)c1ccccc1
3. O=C(NCc1ccccc1)C12CN(Cc3ccccc3)CC1C(c1ccc([N+](=O)[O-])cc1)=NO2 (stereo not given)
4. O=C(CC1Oc2ccccc2NC1=O)NCc1ccc(Cl)cc1 (stereo not given)
5. O=C(NCC1CCCO1)C(c1ccc(F)cc1)N(Cc1ccc2c(c1)OCO2)C(=O)c1ccc(CN2CCOCC2)o1 (stereo not given)
6. COc1ccc(/C=N/NC(=S)N[C@H]2CC3CCC2C3)cc1 (stereo not given in full)
7. O=C(CSc1ccc(-c2ccc(F)cc2)nn1)NC1CCCCC1
8. CCOc1ccc(CC(=O)Nc2c(C(N)=O)oc3ccc(Br)cc23)cc1OCC
compound no.,1,2,3,4,5,6,7,8
m5-HT2A agonist,5,1,4,-1,-6,1,-4,-6
SRC2 inh,-5,-7,-11,-10,-13,-9,9,20
Glyco luc inh,1,-2,-5,5,2,-3,-3,3
ABHD5 PLIN5 PPI,0,0,4,-4,1,-1,-1,-2
MC4R ag barr,-0.5,-1.5,-1.4,-0.5,-1.9,4.8,-1.2,2.5
TLR9-MyD88 block,11,10,-1,3,-8,nt,-4,-2
NOD2 RIPK2 PPI,-5,-12,-11,-6,1,2,2,7
MC4R antagonist,0,-6,4,-4,-3,10,4,15
Cardio protect,-3,-3,-7,1,15,-2,-4,78*
ABCB6 inh 2,100,94,92,106,98,98,95,94

9. COc1ccc(NS(=O)(=O)c2ccc(S(=O)(=O)N3CCCC3)cc2)cc1Cl
10. O=c1c2ccccc2nc(N/N=C/c2ccccc2)n1O
11. O=C(c1cc2cc(Cl)ccc2[nH]1)N1CCN(C(=O)c2ccco2)CC1
12. COCN(C#N)c1nc(N(C)C)nc(N(C)C)n1
13. COc1ccc(OC)c(C2CC(=O)N3CN(c4ccccc4F)CSC3=C2C#N)c1 (stereo not given)
14. CCCCC1=CC2=C(c3ccco3)C(=O)C(C)(OC(=O)c3ccc(OC)cc3)C(=O)C2=CN1CCN1CCOCC1 (stereo not given)
15. CC(C)c1ccc(N(C(=O)c2snc(C(N)=O)c2N)C(C(=O)NC2CCCC2)c2ccncc2)cc1 (stereo not given)
16. CCOC(=O)C1(Cc2cccc(OC)c2)CCN(Cc2ccon2)CC1
compound no.,9,10,11,12,13,14,15,16
m5-HT2A agonist,-4,-1,1,-1,-5,-2,-5,-3
SRC2 inh,6,-16,9,-20,10,nt,-10,19
Glyco luc inh,-1,1,0,-1,2,2,0,0
ABHD5 PLIN5 PPI,3,0,6,-3,-13,-3,-3,5
MC4R ag barr,-0.4,0.2,-1.1,-2.5,-1.2,-2.7,3.1,3.0
TLR9-MyD88 block,1,1,1,-1,-8,4,-5,-12
NOD2 RIPK2 PPI,-9,4,3,-14,-4,-1,1,-2
MC4R antagonist,-7,-5,10,2,13,1,18,12
Cardio protect,-7,-4,-1,4,-1,6,17,0
ABCB6 inh 2,90,102,104,99,106,102,108,98

17. Cc1sc(NC(=O)C2C3C=CC(C3)C2C(=O)O)c(C(N)=O)c1-c1ccc(C(C)C)cc1 (stereo not given)
18. COc1ccc(S(=O)(=O)N(CC(=O)NCCCN(C)C)c2ccc(C)cc2)cc1OC
19. CC(=NC(C)C)C1=C(O)CCC1=O
20. Cc1nn(Cc2ccc(Cl)cc2)c(C)c1NC(=O)CSc1n[nH]c(C)c1[N+](=O)[O-]
21. CC(C)NC(=O)c1ccc2c(c1)S(=O)(=O)c1ccccc1C2=O
22. CC(C)Nc1nnc(SCC(=O)N2CCN(C(=O)c3ccco3)CC2)s1
23. CCNc1ccc(Br)cc(C(=O)/C=C/c2ccc(Cl)cc2Cl)c1=O
24. O=C(NCC1CCCO1)c1cccc(S(=O)(=O)Nc2ccc(SC(F)F)cc2)c1 (stereo not given)
compound no.,17,18,19,20,21,22,23,24
m5-HT2A agonist,0,5,-2,0,7,0,-4,5
SRC2 inh,-26,-16,-14,7,-25,6,16,-21
Glyco luc inh,2,0,0,-3,1,2,6,0
ABHD5 PLIN5 PPI,-4,-5,-4,6,5,-3,47*,1
MC4R ag barr,0.5,-2.9,-0.4,-0.4,-1.2,0.2,-2.3,-1.1
TLR9-MyD88 block,3,-2,3,-10,-16,-14,11,11
NOD2 RIPK2 PPI,-5,-10,4,-5,-18,5,7,4
MC4R antagonist,2,0,-1,11,-5,11,-3,5
Cardio protect,-1,12,6,15,2,1,-7,-4
ABCB6 inh 2,101,106,99,105,107,100,168,101

# Reprinted, entries 15 to 24
15. CC(C)c1ccc(N(C(=O)c2snc(C(N)=O)c2N)C(C(=O)NC2CCCC2)c2ccncc2)cc1 (stereo not given)
16. CCOC(=O)C1(Cc2cccc(OC)c2)CCN(Cc2ccon2)CC1
17. Cc1sc(NC(=O)C2C3C=CC(C3)C2C(=O)O)c(C(N)=O)c1-c1ccc(C(C)C)cc1 (stereo not given)
18. COc1ccc(S(=O)(=O)N(CC(=O)NCCCN(C)C)c2ccc(C)cc2)cc1OC
19. CC(=NC(C)C)C1=C(O)CCC1=O
20. Cc1nn(Cc2ccc(Cl)cc2)c(C)c1NC(=O)CSc1n[nH]c(C)c1[N+](=O)[O-]
21. CC(C)NC(=O)c1ccc2c(c1)S(=O)(=O)c1ccccc1C2=O
22. CC(C)Nc1nnc(SCC(=O)N2CCN(C(=O)c3ccco3)CC2)s1
23. CCNc1ccc(Br)cc(C(=O)/C=C/c2ccc(Cl)cc2Cl)c1=O
24. O=C(NCC1CCCO1)c1cccc(S(=O)(=O)Nc2ccc(SC(F)F)cc2)c1 (stereo not given)
compound no.,15,16,17,18,19,20,21,22,23,24
m5-HT2A agonist,-5,-3,0,5,-2,0,7,0,-4,5
SRC2 inh,-10,19,-26,-16,-14,7,-25,6,16,-21
Glyco luc inh,0,0,2,0,0,-3,1,2,6,0
ABHD5 PLIN5 PPI,-3,5,-4,-5,-4,6,5,-3,47*,1
MC4R ag barr,3.1,3.0,0.5,-2.9,-0.4,-0.4,-1.2,0.2,-2.3,-1.1
TLR9-MyD88 block,-5,-12,3,-2,3,-10,-16,-14,11,11
NOD2 RIPK2 PPI,1,-2,-5,-10,4,-5,-18,5,7,4
MC4R antagonist,18,12,2,0,-1,11,-5,11,-3,5
Cardio protect,17,0,-1,12,6,15,2,1,-7,-4
ABCB6 inh 2,108,98,101,106,99,105,107,100,168,101

# (continued)
25. O=C(C(=O)N1CCN(Cc2ccc3c(c2)OCO3)CC1)c1c[nH]c2ccccc12
26. CC(=O)c1c(C)nc(-c2ccccc2)n1O
27. Cc1nn(Cc2ccc(C(=O)Nc3nc4c(C)cccc4s3)o2)c(C)c1Br
28. O=C(CSc1nc2c(c(=O)[nH]1)CCCC2)Nc1ccc(Cl)cc1F
29. O=C(Oc1coc(CSc2ncccn2)cc1=O)c1ccco1
30. COc1ccc(N2CCN(C(=O)c3ccccc3NC(=O)c3ccccc3)CC2)cc1
31. Oc1ccc(C(=Nc2ccccc2)c2ccccc2)c(O)c1
32. CCc1cccc(NC(=O)CC2Oc3ccccc3NC2=O)c1 (stereo not given)
compound no.,25,26,27,28,29,30,31,32
m5-HT2A agonist,-3,3,3,-1,3,0,-3,8
SRC2 inh,13,-1,5,14,-10,1,-27,-19
Glyco luc inh,-10,1,1,2,0,-1,-2,-1
ABHD5 PLIN5 PPI,7,8,-2,-10,2,-3,7,0
MC4R ag barr,-2.0,0.4,-0.9,-0.5,-0.2,-2.2,-1.1,-0.9
TLR9-MyD88 block,-2,-3,4,5,7,2,-9,6
NOD2 RIPK2 PPI,1,-6,-4,4,5,-7,8,-3
MC4R antagonist,-1,2,10,-1,18,-3,-3,4
Cardio protect,-5,-6,-24,12,19,-1,-7,-2
ABCB6 inh 2,96,91,97,70*,100,98,97,98

33. CCc1ccc(C(O)c2ncc(-c3ccccc3F)[nH]2)cc1 (stereo not given)
34. CCC(=O)Nc1cccc(C2=NOC3(C2)C[C@@H](C(N)=O)N(C(=O)COc2ccc(Cl)cc2)C3)c1 (stereo not given in full)
35. CN(C(=O)CSc1ccc(S(=O)(=O)N2CCCCC2)cn1)c1ccccc1
36. O=C(NNc1nc(-c2ccccc2)cs1)c1ccc(F)cc1
37. NC(=S)N/N=C1\CCSc2ccc(Cl)cc21
38. COc1cc2nc(SCc3ccc(C(F)(F)F)cc3)n(Cc3cccs3)c(=N)c2cc1OC
39. COC(=O)C[C@H]1C=C[C@@H](NC(=O)Cc2cccnc2)[C@@H](CO)O1
40. O=C(COc1ccccc1)Nc1ccc(S(=O)(=O)N2CCCC2)cc1
compound no.,33,34,35,36,37,38,39,40
m5-HT2A agonist,-3,-1,-1,-2,-3,-5,-2,-7
SRC2 inh,-34,10,-19,5,14,5,5,-2
Glyco luc inh,-2,-1,-1,2,1,-4,nt,0
ABHD5 PLIN5 PPI,-12,-21,-8,-4,-6,-1,-12,-1
MC4R ag barr,0.3,1.1,-1.3,-2.6,-2.5,14*,nt,0.0
TLR9-MyD88 block,nt,-6,2,3,nt,-5,nt,1
NOD2 RIPK2 PPI,0,-1,-1,-3,3,-8,-10,-1
MC4R antagonist,2,3,3,7,7,13,nt,8
Cardio protect,-10,-4,0,3,-6,-3,nt,1
ABCB6 inh 2,95,102,96,98,104,95,nt,96

41. COc1cccc(-c2nc3c(c(=O)[nH]c(=O)n3Cc3ccccc3)n2CCO)c1OC(F)F
42. CCOC(=O)C1CCN(C(=O)c2ccc(OCC)c(OCC)c2)CC1
43. c1ccc(CCNc2ncnc3scc(C4COc5ccccc5O4)c23)cc1 (stereo not given)
44. Cc1cccc(OCc2nnc(SCC(=O)Nc3ccc(C)c(Cl)c3)o2)c1
45. COC(=O)c1cc(=O)c2cccc(OC)c2[nH]1
46. O=C(c1ccco1)N1CCN(S(=O)(=O)c2ccc(F)cc2)CC1
47. O=c1c(CN2CCN(c3ccccn3)CC2)coc2ccccc12
48. O=C(NCCNCCO)C1(C(F)(F)F)C/C(=C\Cc2ccccc2)CCCO1 (stereo not given)
49. CN(CC(=O)O)C(=O)c1ccccc1
50. C(=N\Nc1ccc2ccccc2n1)/c1ccc2c(c1)OCO2
compound no.,41,42,43,44,45,46,47,48,49,50
m5-HT2A agonist,-3,5,-8,1,-3,-2,0,-11,4,-5
SRC2 inh,-12,4,39,21,3,1,-6,5,0,-18
Glyco luc inh,-3,1,-7,1,3,1,0,1,1,-21
ABHD5 PLIN5 PPI,2,4,-6,-3,0,-4,7,9,-3,-3
MC4R ag barr,-0.3,-0.8,2.4,27*,0.1,-3.4,-0.3,-2.0,-0.7,0.2
TLR9-MyD88 block,-3,-4,-11,5,-9,3,-2,2,8,1
NOD2 RIPK2 PPI,-13,-7,-3,2,-4,-5,4,-10,-39,-1
MC4R antagonist,-2,5,-5,-7,11,4,3,10,3,11
Cardio protect,5,15,-19,-3,1,10,3,13,-2,-25
ABCB6 inh 2,164,104,91,91,100,91,102,99,105,99

# Source: PubChem
